Screening data (PubChem BioAssay)
Glyco luc inh = N-linked glycosylation inhibition. actives 0.23% (n = 360,000). AID 588692. reporter increase, % at 12.5 µM. D54 ERlucT glycosylation luciferase reporter, 24 h; percent of 100 nM tunicamycin response;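 active = mean luciferase reporter signal, scaled so untreated is 0 and the glycosylation-blocking control 100, at or above a set limit in every replicate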;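 also: luciferase carries N-glycosylation sites so blocking glycosylation raises the light; 0% = median of neutral control wells and 100% = median of 100 nM tunicamycin wells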
Cardio protect = myocardial damage modulation in H9c2 cells | protection from H2O2 cell death, % at 20 µM | H9c2 cardiomyocytes, H2O2 injury protection, ATPLite, 2 h | actives 0.63% (n = 360,000) | AID 588492;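 active = compounds giving at least 50% protection of heart cells from peroxide-induced death in the single-dose screen, raw or plate-pattern-corrected value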;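 also: 0% = DMSO wells with peroxide and 100% = DMSO wells without peroxide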
TLR9-MyD88 inh = TLR9-MyD88 interaction inhibition; Q9NR96+Q99836; CHO BLA complementation TLR9-MyD88, CCF4 FRET ratio; inhibition, % at 4.98 µM; actives 0.21% (n = 340,000);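 active = inhibition above the mean over all tested compounds plus 3 SD, cut at about 21% in these data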;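 also: 0% = DMSO only wells and 100% = clavulanate BLA inhibitor control wells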
MC4R antagonist = blocks human MC4R cAMP signaling | inhibition, % at 6.5 µM | actives 0.48% (n = 360,000) | MC4R-expressing cells, MTII-stimulated cAMP, LANCE TR-FRET | P32245;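 active = inhibition above its plate's cutoff, the mean of tested wells on that plate plus 3 SD, cut at about 29% in these data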;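 also: 0% = Melanotan II alone and 100% = Melanotan II plus saturating MCL0020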
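system = U2OS cells with stable human MC4R expression | also added = Melanotan II challenge after compound preincubation | dosing = one concentration, 6.5 µM nominal | incubation = compound 30 min, challenge 1 h, detection 1 h | measured by = TR-FRET with Eu-cAMP and labeled anti-cAMP, 671 nm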
NCOA2 inhibitor = human SRC2 (NCOA2) inhibition; inhibition, % at 9 µM; actives 0.17% (n = 370,000); Q15596; HEK293 GAL4-SRC2 luciferase reporter, luminescence;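 active = inhibition above the mean inhibition of all tested compounds plus 3 SD, set per campaign, cut at about 52% in these data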;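 also: 0% = DMSO treated cells and 100% = cells given Gossypol at 36 µM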
m5-HT2A agonist = agonists of mouse serotonin 5-HT2A receptor (HTR2A) | P35363 | CHO-K1 mHTR2A beta-arrestin complementation, luminescence; percent of 30 µM serotonin response | activation, % at 7.6 µM | actives 0.66% (n = 360,000);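 active = activation above a run cutoff, the mean activation of all tested compounds plus 3 SD, cut at about 14% in these data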;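 also: 0% = plate median of compound wells and 100% = 30 µM serotonin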
MC4R ag barr = agonists of human melanocortin 4 receptor (MC4R) beta-arrestin | P32245 | U2OS MC4R beta-arrestin complementation, luminescence; percent of melanotan II response, DMSO zero | activation, % at 8.9 µM | actives 0.98% (n = 360,000) | AID 540308;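 active = activation above a per-plate cutoff, the mean activation of sample wells on that plate plus 3 SD, cut at about 8% in these data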
ABHD5-PLIN5 inh = blocks binding of human ABHD5 to perilipin-5; inhibition, % at 4 µM; Split G. princeps luciferase complementation, luminescence, 4 h; actives 0.78% (n = 360,000);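 active = inhibition above the mean inhibition across every tested compound plus 3 SD, cut at about 22% in these data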;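 also: 0% = DMSO only wells and the 100% control is not disclosed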
Target sequence (Q00G26 whole entry, looked up): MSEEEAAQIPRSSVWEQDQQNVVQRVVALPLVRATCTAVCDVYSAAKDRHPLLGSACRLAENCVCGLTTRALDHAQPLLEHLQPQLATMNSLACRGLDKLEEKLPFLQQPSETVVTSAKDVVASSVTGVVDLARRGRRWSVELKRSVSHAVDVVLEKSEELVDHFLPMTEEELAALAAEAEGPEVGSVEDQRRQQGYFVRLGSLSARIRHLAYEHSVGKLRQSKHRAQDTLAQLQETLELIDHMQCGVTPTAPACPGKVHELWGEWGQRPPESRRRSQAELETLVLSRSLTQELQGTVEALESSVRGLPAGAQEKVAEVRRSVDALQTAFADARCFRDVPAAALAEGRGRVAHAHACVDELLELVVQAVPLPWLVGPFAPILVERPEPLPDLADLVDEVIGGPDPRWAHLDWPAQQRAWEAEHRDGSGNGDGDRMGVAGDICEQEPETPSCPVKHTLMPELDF
Target sequence (Q8WTS1 whole entry, looked up): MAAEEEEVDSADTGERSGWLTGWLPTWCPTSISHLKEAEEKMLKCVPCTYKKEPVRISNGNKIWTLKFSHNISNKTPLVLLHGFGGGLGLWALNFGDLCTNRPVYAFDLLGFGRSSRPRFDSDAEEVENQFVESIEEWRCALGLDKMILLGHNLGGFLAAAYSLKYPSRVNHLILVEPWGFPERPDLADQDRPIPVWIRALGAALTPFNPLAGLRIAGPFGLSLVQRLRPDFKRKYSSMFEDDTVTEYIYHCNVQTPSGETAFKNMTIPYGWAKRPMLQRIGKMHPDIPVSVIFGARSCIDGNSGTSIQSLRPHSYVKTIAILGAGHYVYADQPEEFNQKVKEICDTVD
ABCB6 inh MLPCN = human ABCB6 transporter inhibition. fluorescence ratio to DMSO, % at 10 µM. actives 0.19% (n = 360,000). Q9NP58. AID 602162. K562-ABCB6 porphyrin accumulation, flow cytometry, 1 h; active compounds read low;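 active = fluorescence ratio to DMSO below 75%, the collection mean minus 3 SD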;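 also: signal is porphyrin accumulated inside mitochondria; 100% equals median channel fluorescence of DMSO control wells; lower ratio means ABCB6 inhibition with less porphyrin fluorescence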
NOD2 RIPK2 PPI = inhibitors of human NOD2-RIPK2 interaction | O43353 | CHO BLA complementation NOD2-RIPK2, CCF4 ratio | inhibition, % at 4.98 µM | actives 0.38% (n = 360,000); in the data active = inhibition above about 21%;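 also: 0% = vehicle only and 100% = reference blocker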
Active calls of the source: *; · = no result given. Only part of the results is shown; count on the stated rates, not on these rows.

SMILES	Glyco luc inh	Cardio protect	TLR9-MyD88 inh	MC4R antagonist	NCOA2 inhibitor	m5-HT2A agonist	MC4R ag barr	ABHD5-PLIN5 inh	ABCB6 inh MLPCN	NOD2 RIPK2 PPI
Cc1sc(NC(=O)c2oc3ccccc3c2C)c(C#N)c1C	2	9	-4	9	·	1	1.8	-9	101	1
COc1ccc(CCN2C(=O)c3ccncc3C2=O)cc1OC	1	19	0	7	16	5	14*	7	104	-4
Cc1ccccc1OCC(=O)Nn1c(COc2ccccc2)nc2ccccc2c1=O	1	-14	8	1	-8	7	-0.1	-11	96	-8
CC(C)(C)n1nc2c(c1NC(=O)c1cc3ccccc3o1)CSC2	0	5	0	16	15	-5	0.7	-1	102	-2
CSc1nc2[nH]c3c(c2c2nncn12)CC(C)(C)OC3	1	13	1	-3	-26	4	-1.2	8	90	-11
O=C(Nc1ccc(Cl)cc1)Nc1nnc(CSCc2ccc(Cl)cc2)s1	-10	-31	6	-3	0	2	0.6	4	91	-4
CCOc1ccc(C(=O)N2CCCC(c3nc(-c4ccc(C)o4)no3)C2)cc1 (stereo not given)	-3	-3	0	7	10	-6	-2.5	-1	92	3
COc1ccc(NC(=O)C2=C(C)Nc3nc(CCCO)nn3C2c2ccc(OC)c(OC)c2)cc1 (stereo not given)	2	0	-1	6	9	2	-3.1	-4	96	2
COc1ccc(C)cc1NC(=O)COC(=O)c1ccccc1SCC(=O)N1CCCC1	0	7	-11	-4	-14	-12	0.6	-7	102	-7
Cc1ccc2oc(=O)n(Cc3ccc(F)cc3)c2c1	0	-6	-3	11	·	1	0.0	5	98	-2
CC(=O)NCCOc1ccc2oc3ccccc3c2c1	3	-3	-1	-2	-18	-7	-0.5	1	84	1
COc1ccc(CNCc2cccn2C)cc1	2	11	-13	-2	-16	8	-0.9	2	100	-4
O=C(NCc1ccccc1)C1Cc2c(-c3cccc(F)c3)ccnc2O1 (stereo not given)	35*	6	·	-21	4	-9	-2.5	11	80	7
O=C(COc1ccc(Cl)cc1)Nc1ccc2[nH]ncc2c1	-3	0	-1	-1	6	-2	-1.4	4	99	-6
Cc1ccc(C(=O)OCC(=O)Nc2ccc3c(c2)OCCO3)cc1C	1	-6	5	3	-10	4	3.2	-9	94	3
COc1ccc(-c2nnc(SCC(=O)/C(C#N)=C(\C)N)o2)cc1	-20	-2	3	4	-52	8	-0.4	6	76	1
Cc1cc(C)cc(NC(=O)N2CCc3ccccc3C2)c1	-1	2	-7	-2	-37	-7	-0.4	-1	92	-13
CCn1c(O)c(N=NC2=NC(=O)CS2)c2ccccc21	0	-4	5	-6	9	-2	-1.6	3	101	-1
CSc1nc(N)nc2c1ncn2CC(=O)NCc1ccc2c(c1)OCO2	1	-17	0	4	-11	1	-1.4	2	97	7
COC(=O)c1ccc(NC(=O)C(C)Oc2ccccc2)cc1 (stereo not given)	1	6	-10	-1	-2	3	-0.1	4	101	-9
NNC(=O)c1[nH]c2ccccc2c1-c1ccccc1	11	6	8	-26	0	-5	-1.5	-10	86	9
O=C(O)C1(c2ccccc2)CCN(S(=O)(=O)c2cccc(Cl)c2)CC1	1	-4	-5	-1	-6	3	1.2	6	165	1
Cc1cc(C)nc(Sc2c(F)c(F)c(C(F)(F)F)c(F)c2F)n1	0	-5	0	4	5	6	-1.3	3	97	-1
COc1c(F)cc2[nH]c3c(c2c1F)CCNC3=O	-1	2	5	1	13	4	-1.6	9	96	-2
NC(=S)n1[nH]c(-c2ccc([N+](=O)[O-])cc2)c(N=Nc2ccc(O)cc2)c1=O	6	13	8	10	6	0	-4.8	-5	92	0
CC1CCN(C(=O)c2ncn(C)c2C(=O)N2CCC(C)CC2)CC1	2	1	1	3	-3	4	0.3	2	106	-20
O=C(NC1=NCCS1)c1cc(-c2ccc(-c3ccccc3)cc2)nc2ccccc12	-12	-8	-11	2	-84	3	-4.3	0	99	2
Cc1ccc(CNC(=O)CCCn2c(=O)[nH]c3ccccc3c2=O)cc1	-2	2	6	-1	-7	-2	-1.4	1	98	-3
Cc1ccccc1NC(=O)Nc1ccccc1N1CCCCC1	-1	1	3	9	0	-4	3.4	-7	99	2
O=C1CCCN1CC(O)CS(=O)(=O)Cc1ccccc1 (stereo not given)	2	-3	-7	-1	-12	3	-0.8	1	98	6
CCCOC(=O)c1ccc(NC(=O)c2cc(OC)c(OC)c(OC)c2Br)cc1	-1	11	-2	13	-16	-1	-0.1	-1	97	-9
COc1ccc(NC(=O)CSc2nncs2)cc1S(N)(=O)=O	0	-2	0	16	4	0	0.6	-2	95	-6
CC(=O)N1c2ccc(S(=O)(=O)NCCC(=O)Nc3ccc(F)cc3)cc2CC1C (stereo not given)	0	-7	-1	6	-13	1	-1.5	-4	103	7
Cc1sc2nc(-c3ccccc3)oc(=O)c2c1C	3	-2	17	26	-6	-1	-1.1	4	100	-4
O=C(COC(=O)[C@@H]1CC(O)CN1S(=O)(=O)c1ccccc1[N+](=O)[O-])Nc1ccc2ccccc2c1 (stereo not given in full)	0	5	2	2	-14	-4	0.0	4	95	-6
O=C(Nc1ccc(O)cc1)/C(=C/c1ccco1)NC(=O)c1ccccc1	0	-1	-1	-2	-8	-1	-1.3	3	95	3
O=C(NCc1cn2ccsc2n1)c1cccc(C(F)(F)F)c1	-1	14	-10	-2	-3	0	-0.7	5	96	5
CCS(=O)(=O)Nc1ccc(-c2nc3cccnc3s2)cc1	-19	-5	-5	10	-44	27*	0.0	7	104	-8
CC(C)C(C(=O)NC(C)(C)C)N(CCN1CCOCC1)C(=O)CNS(=O)(=O)c1ccccc1 (stereo not given)	3	2	-12	13	17	4	1.3	-3	103	1
CC1c2nc3ccccc3n2C(CC(=O)NCc2ccccn2)C(=O)N1Cc1ccccc1 (stereo not given)	1	6	4	-5	-4	0	-3.1	-2	100	-11
O=C(CNC(=O)c1ccc2c(c1)OCCO2)N/N=C/c1ccc(O)cc1O	-1	72*	-3	-10	-4	4	-0.7	8	99	-5
O=c1c2[nH]c3cccc(Cl)c3c2ncn1CC1CCCO1 (stereo not given)	0	3	-1	19	-42	-2	0.3	-3	95	-2
CN1CCN(CCCCOc2cccc3ccccc23)CC1	-4	-1	-4	-9	5	-6	-0.7	4	102	-4
COc1ccc(CNCc2ccc(F)cc2)c(OC)c1	-1	8	-4	8	-1	-6	-2.0	5	100	7
COc1ccc(S(=O)(=O)N2CCCOC2CNC(=O)C(=O)NC2CCCC2)cc1 (stereo not given)	-1	-1	-6	8	-13	0	0.4	20	97	-8
COc1ccc(/C=C2\SC(N)=NC2=O)cc1	-5	-8	-8	-1	-21	-4	-0.8	3	94	-6
CSc1nc(-c2ccco2)cc(C(F)(F)F)c1C#N	-1	-6	-7	5	5	7	1.9	5	102	-6
Cc1ccc(NC(=O)COc2ccc(S(=O)(=O)N3CCOCC3)cc2)cc1	-2	-4	7	3	-15	20*	-2.7	4	91	7
CC(=O)Nc1ccc(S(=O)(=O)NC(C)c2ccccc2)cc1 (stereo not given)	1	3	-3	5	-6	3	-0.5	10	94	2
COCCn1c(SCC(=O)Nc2nnc(C)s2)nnc1-c1ccncc1	2	15	3	18	16	-3	1.6	0	96	-12
O=C(Nc1ccc(N2CCOCC2)cc1)C1CCCN(S(=O)(=O)c2cccc(C(F)(F)F)c2)C1 (stereo not given)	0	-14	-4	-2	-27	3	-2.8	3	114	7
O=C(Nc1cccc(-c2cnc3ccccc3n2)c1)c1ccco1	-1	30	-1	19	-16	5	-1.0	0	98	-13
COc1ccc(C)cc1NC(=O)COC(=O)C1CC1	1	2	-3	5	-11	10	-1.1	0	97	1
O=C(NCCCN1CCCC1=O)c1cc2ccccc2o1	0	-5	-3	-6	-17	12	1.2	10	103	-3
Cc1onc(-c2c(F)cccc2Cl)c1C(=O)N1C=CC(C(F)(F)Cl)=NCC1	-1	12	-6	10	7	-1	-1.4	2	95	-25
O=C(OCC(=O)N1CCOCC1)c1cc(-c2ccccc2)nc2ccccc12	0	2	-7	9	-15	4	0.4	-6	100	-8
Cc1ccc(NC(=O)COc2ccc(N(C)C(=O)C(C)(C)C)cc2)cc1S(=O)(=O)N1CCCCC1	-5	-28	0	9	15	1	-1.2	9	93	4
CC1(C)CC(=O)C=C(c2cn[nH]n2)C1	0	7	5	6	-12	1	-0.4	0	100	-4
Cc1ccc(-c2csc(N3CCN(c4cc5c(cc4Cl)nc(C)n5CCN4CCCCC4)CC3)n2)cc1	1	-12	10	-3	-21	-3	0.7	9	95	-3
COc1ccc(N2C(=O)CC(c3ccccc3)CC2=O)cc1	2	-1	2	15	-7	1	-0.5	-4	95	3
More entries
SMILES	Glyco luc inh	Cardio protect	TLR9-MyD88 inh	MC4R antagonist	NCOA2 inhibitor	m5-HT2A agonist	MC4R ag barr	ABHD5-PLIN5 inh	ABCB6 inh MLPCN	NOD2 RIPK2 PPI
Cc1ccnc(NC(=O)Nc2cccc(F)c2)c1	-15	-9	9	1	-16	8	2.4	2	92	-3
O=C(Cn1nnc(-c2ccc3c(c2)OCO3)n1)NCc1ccccc1	3	-8	1	4	-13	0	-1.4	1	100	8
NC(c1ccccc1)c1csc(Nc2ccc(C(=O)c3ccccc3)cc2)n1 (stereo not given)	-5	-12	·	6	0	-5	2.1	-1	98	0
CN(CCC1CCCCO1)C(=O)CCc1nnc(CCc2ccccc2)o1 (stereo not given)	1	-2	1	4	-31	5	-2.8	2	100	-3
Cc1ccc(N(C(=O)CNC(=O)c2ccco2)C(C(=O)NC2CCCCC2)c2ccncc2)cc1F (stereo not given)	0	0	-14	17	-21	5	-1.6	5	101	3
O=C(Cc1ccc(F)cc1)N1CCN=C1SCc1cccc([N+](=O)[O-])c1	3	7	-4	10	-22	-7	0.7	-2	98	1
O=c1c2ccccc2[nH]c(=S)n1C1CCCCC1	2	-6	9	-11	-12	1	2.5	1	186	-8
COc1ccc(Cn2cc(CN3CC(N(C)C)CS3(=O)=O)nn2)cc1 (stereo not given)	·	·	·	·	-2	-1	·	4	95	-16
CCCOc1ccc(-c2nc(-c3ccc([N+](=O)[O-])cc3)cs2)cc1	2	-9	14	16	-16	0	-0.1	0	95	0
